Screening results deposited in PubChem BioAssay by several laboratories.
NCOA1 inh: inhibits human SRC1 coactivator; HEK293 GAL4-SRC1 luciferase reporter, luminescence; Q15788; inhibition, % at 3.6 µM; hit rate 0.12% among 360,000;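 active means inhibition above the campaign mean plus 3 SD, with each screening campaign given its own cutoff, cut at about 60% in these data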;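 further: 0% = DMSO treated cells and 100% = gossypol at 36 µM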
Granule exo inh: blocks lytic granule exocytosis | TALL-104 LAMP-1 surface exposure, flow cytometry; cells stimulated with thapsigargin and PMA | inhibition, % at 10 µM | hit rate 0.66% among 360,000;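 active means inhibition above about 55%, limit read from the data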
TLR9-MyD88 inh: blocks human TLR9 binding to MyD88 | Q9NR96+Q99836 | CHO BLA complementation TLR9-MyD88, CCF4 FRET ratio | inhibition, % at 4.98 µM | hit rate 0.21% among 340,000 | AID 504734;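 active means inhibition above the mean over all tested compounds plus 3 SD, cut at about 21% in these data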;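 further: 0% = DMSO only wells and 100% = clavulanate BLA inhibitor control wells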
ABHD5-PLIN5 inh: blocks binding of human ABHD5 to perilipin-5. AID 602281. hit rate 0.78% among 360,000. Split G. princeps luciferase complementation, luminescence, 4 h. inhibition, % at 4 µM;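 active means inhibition above the mean inhibition across every tested compound plus 3 SD, cut at about 22% in these data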;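 further: 0% = DMSO only wells and the 100% control is not disclosed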
NOD2-RIPK2 inh: blocks binding of human NOD2 to RIPK2; O43353; CHO BLA complementation NOD2-RIPK2, CCF4 ratio; inhibition, % at 4.98 µM; hit rate 0.38% among 360,000; AID 624267; in the data active means inhibition above about 21%;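 further: 0% = vehicle only and 100% = reference blocker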
NR5A2 inv ag: inverse agonists of human LRH-1 (NR5A2) | hit rate 0.13% among 360,000 | AID 602396 | inhibition, % at 3.6 µM | O00482 | HEK293T StAR-luciferase reporter, LRH-1 transfected, 24 h;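 active means inhibition above the mean inhibition of all tested compounds plus 3 SD, cut at about 73% in these data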;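 further: 0% = DMSO wells and 100% = reporter-only cells lacking LRH-1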
TWEAK-Fn14 inh: TWEAK-Fn14 signaling inhibition; hit rate 2% among 360,000; inhibition, % at 10 µM; TWEAK-stimulated Fn14 reporter cells, luciferase luminescence, 8 h; in the data active means inhibition above about 50%
TROY NFkB inh: inhibitors of TROY-dependent NF-kB signaling; inhibition, % at 10 µM; Q293 LMP1-TROYcd NF-kB luciferase reporter, 4 h; hit rate 0.98% among 360,000;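 active means compounds whose plate-normalised and pattern-corrected inhibition of the luciferase reporter signal at the single screening dose is 50% or more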
NCOA3 inh: inhibits human SRC3 coactivator | Q9Y6Q9 | HEK293 GAL4-SRC3 luciferase reporter, luminescence | inhibition, % at 3.6 µM | hit rate 0.17% among 360,000;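 active means inhibition above a per-campaign cutoff, the mean of all compounds plus 3 SD, cut at about 60% in these data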;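 further: 0% = DMSO-treated cells and 100% = gossypol-treated cells at 36 µM; higher means less SRC3-driven luciferase light from the GAL4 reporter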
COUP-TFII inh: NR2F2 (human) inhibition, primary screen. P24468. HEK293T NGFI-A luciferase reporter, luminescence. inhibition, % at 8.6 µM. hit rate 0.7% among 370,000;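 active means inhibition above a per-plate cutoff, mean inhibition of test wells between control levels plus 3 SD, cut at about 38% in these data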;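 further: cells cotransfected with COUP-TFII expression vector driving the NGFI-A reporter; 0% = median of COUP-TF2 test wells and 100% = reporter-only cells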
NCOA2 inhibitor: human SRC2 (NCOA2) inhibition; AID 651957; HEK293 GAL4-SRC2 luciferase reporter, luminescence; hit rate 0.17% among 370,000; inhibition, % at 9 µM;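 active means inhibition above the mean inhibition of all tested compounds plus 3 SD, set per campaign, cut at about 52% in these data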;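 further: 0% = DMSO treated cells and 100% = cells given Gossypol at 36 µM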
* = called active by the depositor. This is a subset (hit frequency here may not be typical).

SMILES	NCOA1 inh	Granule exo inh	TLR9-MyD88 inh	ABHD5-PLIN5 inh	NOD2-RIPK2 inh	NR5A2 inv ag	TWEAK-Fn14 inh	TROY NFkB inh	NCOA3 inh	COUP-TFII inh	NCOA2 inhibitor
CC[C@@H]1C(=O)OC[C@@H]1Cc1cncn1C	-17	-2	-19	-4	-1	-5	6	-4	-2	-11	10
